# High-throughput results from PubChem BioAssay.
# phage Ecoli inh: E. coli growth loss with phage present. growth absorbance. inhibition, % at 11.9 µM. actives 0.26% (n = 360,000). AID 651602; in the data active = inhibition above about 11%
# * hit, by the source's call. A portion of the library; rates above refer to the full screens.
phage Ecoli inh	structure
2.0	Nc1ccn([C@@H]2O[C@H](C(=O)N[C@H](Cc3ccccc3)C(=O)NCc3cccc4c3OCO4)[C@@H](O)[C@H]2O)c(=O)n1
-1.9	COCc1[nH]nc2c1C(c1ccccc1)NC2=O (stereo not drawn)
2.0	C[C@H](CO)N1C[C@H](C)[C@H](CN(C)C(=O)Nc2cccc(F)c2)OCc2cnnn2CCCC1=O
-0.1	Cc1cccc(C)c1NC(=O)C1(C)CCC(=O)N1CCCn1ccnc1 (stereo not drawn)
1.3	CC(=O)Nc1cc(-c2ccc(N)cc2)cn2c(-c3cccc(C(F)(F)F)c3)cnc12
-0.4	CC1=C(C(=O)N(C)C)CC(CC(=O)NCc2cccc3ccccc23)C(=O)N1Cc1ccc(C(C)(C)C)cc1 (stereo not drawn)
1.5	Cc1c(C(=O)NCc2cccs2)sc(=O)n1Cc1ccc(S(C)(=O)=O)cc1
1.1	COc1cc(C(O)c2nc(-c3ccc4ccccc4c3)cs2)ccc1F (stereo not drawn)
2.2	COC(=O)c1cc2c(c3c4cc(OC)ccc4n(S(=O)(=O)c4ccc(F)cc4)c13)C(=O)N(Cc1ccccc1)C2
2.7	COc1ccc(NC(=O)C2(C)CCCN(C(C)C)C2)cc1OC (stereo not drawn)
2.2	CCc1nc2c(OCCn3cccc3)cccn2c1N(C)C(=O)C1CC1
1.4	Cc1cccc(C)c1NC(=O)c1csc([C@H]2C[C@H](O)[C@@H](CO)O2)n1
1.3	COC(=O)[C@]12C[C@H](CC(=O)NCc3ccc(C)o3)C(=O)N(CCC3=CCCCC3)C1=C[C@H](C(C)(C)C)O[C@@H]2C
2.4	COCCN(Cc1ccc(C)cc1)C(=O)[C@@H](Cc1ccccc1)NC(=O)[C@H]1O[C@@H](n2ccc(=O)[nH]c2=O)[C@H](O)[C@@H]1O
-1.4	COC(=O)c1c(N)[nH]c(C(=O)c2ccccc2)c1-c1ccc(Br)cc1
1.6	CCC(CO)Nc1ccn2nc(-c3cccc(Cl)c3)cc2n1 (stereo not drawn)
1.8	Cc1cc(Br)c2nc(-c3ccc(Cl)cc3)c(Cc3cccc(Cl)c3)n2c1
2.2	COc1ccc(CCC(=O)N2c3ccccc3N=C(c3ccc4c(c3)OCO4)C2C(=O)Nc2ccc(OC)cc2)cc1 (stereo not drawn)
1.7	CC(C)(C)OC(=O)N1C[C@@]23C[C@H](c4cccc(F)c4)[C@@H](C[C@@H]2S1(=O)=O)O3
1.4	O=C(Nc1cccc(Cl)c1)NN(c1ccccc1)C1CCS(=O)(=O)C1 (stereo not drawn)
0.8	Cc1nc(C(F)(F)F)ccc1C(=O)N1CCC1(C)C(=O)NS(=O)(=O)c1ccc(Cl)cc1 (stereo not drawn)
1.0	O=c1[nH]c(=S)[nH]c2c1C(c1cccc(C(F)(F)F)c1)OC(CCc1ccccc1)C2 (stereo not drawn)
1.4	CCOC(=O)C1=CCN(S(=O)(=O)c2ccc(F)cc2)C1c1ccc(F)cc1 (stereo not drawn)
-0.8	Cn1nc(C(C)(C)C)cc1NC(=O)C1(C)CCN1C(=O)Cc1ccc(-c2ccccc2)cc1 (stereo not drawn)
-0.9	COC(=O)C1(C(=O)OC)c2ccccc2N(S(=O)(=O)c2ccc(C)cc2)C1CC(C)=O (stereo not drawn)
-2.0	CC(C)(C)c1ccc(CC(=O)N2CCC2(C)C(=O)NCc2ccc3c(c2)OCO3)cc1 (stereo not drawn)
1.4	COc1ccc(NC(=O)C2(C)Cc3c(-c4ccc(C(N)=O)cc4)ccnc3O2)cc1OC (stereo not drawn)
2.2	O=C1NC(c2ccccc2)c2c(-c3ccccc3)n[nH]c21 (stereo not drawn)
-0.4	CCCCCc1c(-c2cccc(Cl)c2)ncn1CCc1ccccc1OC
-0.3	Cc1ccc(Cn2c(C)c(C(=O)NCc3ccccc3C(F)(F)F)sc2=O)cc1
0.4	CN(C)CCN(C)C1CN(CCc2ccccc2)S(=O)(=O)C1 (stereo not drawn)
2.6	Cc1ccc(S(=O)(=O)NC(=O)C2(C)CCN2C(=O)C2CCCCC2)cc1 (stereo not drawn)
3.4	FC(F)(F)c1ccccc1Cc1c(C2CCCCC2)nc2ccc(Br)cn12
1.0	CC(O)(c1ccc(F)c(F)c1)c1nc(-c2cccc3cccnc23)cs1 (stereo not drawn)
-0.8	COc1ccc2sc(-c3ccccc3OC)c(-c3ccc(SC)cc3)c2c1
1.6	CN(C)c1ccc(NC(=O)Nc2ccc3c(c2)c(=O)n(C)n3Cc2ccccc2)cc1
1.9	Cc1c(CN2CCN(c3ncc(Cc4ccccc4)cn3)CC2)c(=O)n(-c2ccccc2)n1C
3.7	CCCN1CCC(C)(C(=O)Nc2ccccc2Oc2ccccc2)C1 (stereo not drawn)
2.6	O=C1c2ccccc2C(c2nc3ccccc3[nH]2)N1c1ccccn1 (stereo not drawn)
0.9	CN(C)CCNc1nc(-c2ccccc2CO)c2sccc2n1
4.9	S=c1[nH]cc(Oc2ccc(Cl)cc2Cl)c(=S)[nH]1
3.5	CN(Cc1ccc(Cl)cc1)C(=O)c1[nH]c(C(F)(F)F)nc1-c1ccccc1
-2.3	c1ccc(COc2ccc(-c3cc4nc(NCCN5CCOCC5)ccn4n3)cc2)cc1
3.9	Cc1cccnc1C(NC(=O)C1CCN(CCCOc2ccc(F)cc2)CC1)c1ccccc1 (stereo not drawn)
1.2	CC1=C(C(=O)N(C(C)C)C(C)C)CC(CC(=O)NCc2cccc3ccccc23)C(=O)N1Cc1ccccc1 (stereo not drawn)
0.2	C#CCNC(=O)C[C@@H]1C[C@@]2(C(=O)OCC)CCC=C2N(Cc2cccc3ccccc23)C1=O
3.0	CC(C)(C)n1nc(C2CC2)c(Br)c1NC(=O)c1ccc(Cl)cc1
2.3	OC[C@@H]1CN(Cc2ccc(F)cc2)C[C@H](n2cnc3c(N4CCN(c5ccccc5)CC4)ncnc32)O1

# Structures listed so far that contain a tert-butyl group:
phage Ecoli inh	structure
-0.4	CC1=C(C(=O)N(C)C)CC(CC(=O)NCc2cccc3ccccc23)C(=O)N1Cc1ccc(C(C)(C)C)cc1 (stereo not drawn)
1.3	COC(=O)[C@]12C[C@H](CC(=O)NCc3ccc(C)o3)C(=O)N(CCC3=CCCCC3)C1=C[C@H](C(C)(C)C)O[C@@H]2C
1.7	CC(C)(C)OC(=O)N1C[C@@]23C[C@H](c4cccc(F)c4)[C@@H](C[C@@H]2S1(=O)=O)O3
-0.8	Cn1nc(C(C)(C)C)cc1NC(=O)C1(C)CCN1C(=O)Cc1ccc(-c2ccccc2)cc1 (stereo not drawn)
-2.0	CC(C)(C)c1ccc(CC(=O)N2CCC2(C)C(=O)NCc2ccc3c(c2)OCO3)cc1 (stereo not drawn)
3.0	CC(C)(C)n1nc(C2CC2)c(Br)c1NC(=O)c1ccc(Cl)cc1

# Additional structures
phage Ecoli inh	structure
0.5	CC(C)(C)NC(=S)N1CCC2CC1c1cc(-c3ccc4c(c3)OCO4)ccc12 (stereo not drawn)
1.3	CC(CCl)n1c(=O)c2ccccc2n1C(=O)c1ccccc1 (stereo not drawn)
2.1	Cc1cc(C(F)(F)F)c2c(N)c(C(=O)NCc3ccc(Cl)cc3)sc2n1
5.1	Clc1ccc(-c2csc(NCC3CCCO3)n2)cc1 (stereo not drawn)
2.0	COc1ccc(CCNC(=O)Nc2nc(C(N)Cc3ccccc3)cs2)cc1OC (stereo not drawn)
1.2	COc1ccc(-c2nc3c(C)cc(Br)cn3c2Cc2cccc(F)c2)cc1OC
6.3	O=C(NCCCCC(NC(=O)c1ccccc1)C(=O)O)OCc1ccccc1 (stereo not drawn)
1.8	COc1ccc(Cl)cc1-c1cc(C(=O)NCC2CCCCC2)[nH]n1
3.2	CSCCC(C(=O)NCc1ccccc1)n1c(C2CCN(C(C)=O)CC2)nc2ccccc21 (stereo not drawn)
5.1	CN1C(=O)C2CC(O)C(SC3CC4C(=O)N(C)C(=O)C4CC3O)CC2C1=O (stereo not drawn)
2.4	CC1(c2nnnn2-c2ccc3c(c2)OCCO3)CCC(=O)N1C1CCN(Cc2ccccc2)CC1 (stereo not drawn)
-0.9	Cc1ccc(S(=O)(=O)N2C3CCCCC3O[C@H]2CC(=O)OCc2ccccc2)cc1 (stereo partly drawn)

# Laid out differently: results already given
compound	phage Ecoli inh
Cn1nc(C(C)(C)C)cc1NC(=O)C1(C)CCN1C(=O)Cc1ccc(-c2ccccc2)cc1 (stereo not drawn)	-0.8
CC(CCl)n1c(=O)c2ccccc2n1C(=O)c1ccccc1 (stereo not drawn)	1.3

# New compounds follow
phage Ecoli inh	structure
0.1	CC1(C(=O)NS(=O)(=O)c2cccc(F)c2)CCN1C(=O)CC1CCCCC1 (stereo not drawn)
3.9	NC(Cc1ccc(C(F)(F)F)cc1)c1csc(Nc2ccc(C(=O)NCCCO)cn2)n1 (stereo not drawn)
2.6	C#CCNC(=O)C[C@H]1C[C@@]2(C(=O)OC)C(=C[C@H](C(C)(C)C)O[C@@H]2C)N(CCC2=CCCCC2)C1=O
2.5	Nc1ncnc2c1ncn2[C@@H]1O[C@H](C(=O)NCCCN2CCCC2=O)[C@@H](O)[C@H]1O
2.9	CN(C)Cc1cn(CC[C@@H]2CC[C@@H](NC(=O)Nc3ccccc3F)[C@@H](CO)O2)nn1
-3.0	CNc1cc(-c2cccc(C(=O)N3CCOCC3)c2)ncn1
3.5	Cn1c(=O)c2cc(NC(=O)CCc3ccccc3)ccc2n1-c1ccccc1F
1.1	COC(=O)/C=C1\Nc2ccc(Cl)cc2C(=O)NC1=O
1.1	COC(=O)C1=CN(c2ccccc2OC)C(N)=C(C#N)C1c1cccc([N+](=O)[O-])c1 (stereo not drawn)
-1.4	O=C(Nc1ccc(C(O)c2ccccc2)cc1)[C@@H]1O[C@H](CO)[C@H](O)[C@H](O)[C@H]1O (stereo partly drawn)
3.3	CC(O)(c1ccccc1)c1nc(-c2ccc(Cl)cc2)cs1 (stereo not drawn)
2.1	N#Cc1cccc(NC(=O)c2cc(C3CCCCN3C(=O)CCc3ccccc3)on2)c1 (stereo not drawn)
3.0	CC1(C(=O)NS(=O)(=O)c2cccc(OC(F)F)c2)CCN1C(=O)C/C=C/c1ccccc1 (stereo not drawn)
-0.7	C=CCNc1cccc2c1S(=O)(=O)N[C@@H](Cc1ccccc1)CO2
2.9	Nc1ccn([C@@H]2O[C@H](C(=O)N[C@H](CO)Cc3ccccc3)[C@@H](O)[C@H]2O)c(=O)n1
2.3	Cc1cc(O)cc(=O)n1-c1cccc(F)c1
0.8	COC(=O)C1=C(C)N(C)C(=NCc2ccc(C(F)(F)F)cc2)NC1c1ccccc1C(F)(F)F (stereo not drawn)
1.6	CCCNC(=O)c1cc2c(c(-c3cccc(-c4cc5ccccc5o4)c3)n1)[C@H](CCO)N(C(=O)NC(C)C)C2
1.9	NC(c1ccccc1)c1cccs1 (stereo not drawn)
0.2	COc1ccc(OCC2CN(Cc3ccccc3)S(=O)(=O)CCO2)cc1 (stereo not drawn)
3.4	CCOC1=C2CN(S(=O)(=O)c3ccc(C)cc3)[C@H](c3ccccc3)C[C@@H]2N(S(C)(=O)=O)[C@H](c2ccccc2)C1
2.2	COC(=O)[C@]12C[C@H](CC(=O)NCc3cccc(C(F)(F)F)c3)C(=O)N(Cc3ccc4c(c3)OCO4)C1=C[C@H](COCc1ccccc1)O[C@@H]2C
-0.1	CCCC(=O)N1CCC1(C)C(=O)NS(=O)(=O)c1ccccc1Cl (stereo not drawn)
2.6	CC1(C(=O)NS(=O)(=O)c2ccc(F)cc2F)CCN1C(=O)Cc1cc(F)ccc1F (stereo not drawn)

# Arranged by the number under phage Ecoli inh (smallest number first): 4 of the compounds above
mol | phage Ecoli inh
C=CCNc1cccc2c1S(=O)(=O)N[C@@H](Cc1ccccc1)CO2 | -0.7
COc1ccc(OCC2CN(Cc3ccccc3)S(=O)(=O)CCO2)cc1 (stereo not drawn) | 0.2
CCCNC(=O)c1cc2c(c(-c3cccc(-c4cc5ccccc5o4)c3)n1)[C@H](CCO)N(C(=O)NC(C)C)C2 | 1.6
NC(c1ccccc1)c1cccs1 (stereo not drawn) | 1.9

# (next part)
phage Ecoli inh	structure
2.5	Cc1ccccc1-c1cnc(C(O)c2ccc(F)c(F)c2)[nH]1 (stereo not drawn)
2.5	O=[N+]([O-])c1ccc(NN=C2CC3CCC2C3)c([N+](=O)[O-])c1 (stereo not drawn)
4.2	CCc1nc2ccc(C(=O)NCc3ccc4c(c3)OCO4)cn2c1N(CC)CCOC
0.5	COC(=O)[C@@]12C[C@@H](CC(=O)NCCCCc3ccccc3)C(=O)N(Cc3ccc4c(c3)OCO4)C1=CCC(C)(C)C2
2.5	C[C@H]1COc2cccc(N3CCCC3)c2S(=O)(=O)N1
0.3	O=c1[nH][nH]c2c1[C@H](c1ccc(Cl)cc1)O[C@H](C1CCCCC1)C2
0.1	FC(F)(F)c1ccccc1CN1CCCc2nc(-c3ccc(Br)cc3)ccc21
1.2	Cn1ccc2c(N3CCCC3)cc3c(c21)C1CCC3C1 (stereo not drawn)
0.6	COc1ccc(C(C)=O)cc1CN1C(=O)C(C)ON=C1c1ncccc1C (stereo not drawn)
-4.3	CCCCCCCCN1C(=O)[C@H](CC(=O)NCc2ccccc2)C[C@@]2(C(=O)OC)CC(C)(C)CC=C12
1.2	O=C(NCc1ccccc1)c1cc(C2CCCN(C(=O)c3ccccc3)C2)on1 (stereo not drawn)
1.3	CC(C)[C@@H](C)/C=C/[C@@H](C)[C@H]1CC[C@@H]2[C@]1(C)CCC1[C@]23C=C[C@]2(C[C@@H](O)CC[C@]12C)N(c1ncc(C(F)(F)F)cc1Cl)O3 (stereo partly drawn)
0.1	COc1ccc(C(C(=O)NCc2ccccc2)n2c(=O)c(-c3cc4ccccc4[nH]3)nc3ccccc32)cc1 (stereo not drawn)
0.2	C=CCN1CC(COCCCC)Oc2ccc(Cl)cc2S1(=O)=O (stereo not drawn)
5.5	O=C(Nc1cccc(C(F)(F)F)c1)C1Cc2c(-c3ccc(Cl)cc3)ccnc2O1 (stereo not drawn)
2.7	CN1CCN(c2ncnc3c2ncn3[C@H]2CN(Cc3ccncc3)C[C@@H](CO)O2)CC1
0.6	CC(C)C[C@H]1CN(CCCC[C@H]2CNC(=O)C(=O)N2CCC2CCCCC2)C(=O)C(=O)N1CCc1ccccc1
0.2	NC(c1ccccc1)c1csc(NC(=O)NCC2CCCCC2)n1 (stereo not drawn)
2.1	O=C(Nc1ccc(F)cc1)N[C@@H]1CC[C@@H](CCn2cc(-c3ccc(F)cc3)nn2)O[C@@H]1CO
3.0	Cc1ccccc1C(=O)N(C)[C@H]1C[C@H]2c3[nH]c4ccccc4c3CCN2C[C@H]1[C@H](C)O
